Sm TGR block: S. mansoni TGR enzyme inhibition; Q962Y6; purified TGR, DTNB reduction, TNB absorbance 405 nm; Potency, µM (titrated, usually from 114 µM), for the others: at the highest dose activity change, negative = inhibition, hits mostly inhibitors; hit rate 3% among 360,000; also: potency is read from the fitted curve at half-maximal effect; nearly all actives have a fitted effect of over 60% in size
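TGR 20 nM + NADPH 100 uM (dispensed conc.), cpd preinc 15 min RT; start with NADPH (500 uM addition) then DTNB (15 mM addition). Kinetic TNB absorbance, 405 nm filter. Four-parameter Hill fit across titration.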
HCMV inh: blocks human cytomegalovirus replication; activity change, negative = inhibition, % at 57.5 µM; hit rate 4.5% among 410,000; HFF cells, HCMV-luciferase reporter, 72 h; hits give low values; in the data active = activity change below about -60%; inconclusive = no clear call, values can overlap the other calls; inactive = above about -39%
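After 16 h attachment at 37C, HFF cells received test compound and HCMV-luciferase (1 PFU/cell); reporter luminescence read 72 h later, data normalized against buffer-only and known inhibitor Salinomycin.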
FBPA Giardia inh: Giardia lamblia aldolase inhibition. purified Giardia FBPA. hit rate 0.71% among 290,000. Potency, µM (series often up to 59.6 µM), without a hit: at the highest dose activity, negative = inhibition, usual class: inhibitors. A8B2U2. AID 2451; also: potency is read from the fitted curve at half-maximal effect; nearly all actives have a fitted effect of over 55% in size
Target sequence (A8B2U2 whole entry, looked up): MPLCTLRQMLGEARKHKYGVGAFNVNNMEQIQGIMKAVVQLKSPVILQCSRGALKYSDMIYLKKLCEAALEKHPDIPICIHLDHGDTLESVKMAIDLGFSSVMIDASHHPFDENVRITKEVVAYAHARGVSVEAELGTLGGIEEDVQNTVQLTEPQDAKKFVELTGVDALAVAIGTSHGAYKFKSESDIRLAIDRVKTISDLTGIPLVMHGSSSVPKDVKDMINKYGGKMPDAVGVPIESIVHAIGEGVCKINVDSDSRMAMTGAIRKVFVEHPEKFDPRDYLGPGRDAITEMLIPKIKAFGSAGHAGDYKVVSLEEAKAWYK
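40 nM FBPA preincubated 10 min at RT with compound (up to 57.5 uM final), then substrate plus GAPDH/TPI/NAD/arsenate coupling and diaphorase/resazurin added. Fluorescence read after 20 min at RT, 525/598 nm.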
HCV inhibitor: inhibitors of hepatitis C virus infection; Huh7.5.1 HCVcc-Cre infection, luciferase reporter, 44 h; Potency, µM (series often up to 41.8 µM), inactives show top-dose activity change, negative = inhibition, most hits filed as inhibitors; hit rate 3.4% among 340,000; also: potency is read from the fitted curve at half-maximal effect
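Compounds are dispensed onto cells plated 4 h earlier at 1,000 per well, with HCVcc-Cre virus (about 0.5 moi) added next. Following 44 h of culture, luminescent signal is measured for 15 sec after 15 min with substrate at room temperature.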
AMA1-RON2 inh: AMA1-RON2 (P. falciparum) interaction inhibition | AlphaScreen AMA1-biotinylated RON2 peptide binding | Potency, µM (doses to about 58.2 µM), without a hit: at the highest dose activity change, negative = inhibition, hits mostly inhibitors | hit rate 0.2% among 360,000;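 also: potency is read from the fitted curve at half-maximal effect; 0% = vehicle wells and -100% = peptide control; nearly all actives have a fitted effect of over 45% in size; some results filed as inactive show a strong effect at the top dose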
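AMA1 (3D7) with his tag at 25 nM final met compounds first, then biotinylated RON2 peptide at 25 nM; detection used donor plus acceptor beads, 10 µg/mL apiece, read by AlphaScreen after 30 min at room temperature.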
AmpC inh detg: inhibitors of E. coli AmpC beta-lactamase with detergent; P00811; AmpC hydrolysis of nitrocefin, absorbance 480 nm, 0.01% Triton; Potency, µM (titrated, usually from 114 µM), inactives show at the top dose activity change, negative = inhibition, usual class: inhibitors; hit rate 0.041% among 370,000; AID 485294;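 also: potency is read from the fitted curve at half-maximal effect; 0% = no-compound wells and -100% = no-enzyme wells; nearly all actives have a fitted effect of over 25% in size; some results filed as inactive show a strong effect at the top dose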
Target sequence (P00811 whole entry, looked up): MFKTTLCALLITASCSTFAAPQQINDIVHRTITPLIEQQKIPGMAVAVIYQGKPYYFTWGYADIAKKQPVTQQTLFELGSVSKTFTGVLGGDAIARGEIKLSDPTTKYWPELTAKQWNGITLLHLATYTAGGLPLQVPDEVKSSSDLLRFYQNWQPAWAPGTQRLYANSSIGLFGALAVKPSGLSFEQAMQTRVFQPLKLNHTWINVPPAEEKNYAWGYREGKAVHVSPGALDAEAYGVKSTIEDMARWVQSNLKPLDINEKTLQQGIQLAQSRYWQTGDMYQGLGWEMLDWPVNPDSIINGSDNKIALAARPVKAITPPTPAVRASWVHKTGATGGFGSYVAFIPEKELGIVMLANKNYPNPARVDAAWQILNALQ
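20 mM phosphate pH 7.0 + 0.01% (detergent screen) or 0.0001% Triton X-100; 5.3 nM AmpC reagent; cpd preinc 15 min RT; nitrocefin (800 uM stock) to start; A480 q20 s × 4 min; Activity was normalised to no-enzyme and no-compound control wells.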
The depositor's hits bear a star; u = inconclusive; x = no result given; & = joins results of further samples; [ ] = remark or other dose. Unless noted, calls follow the shape of the dose curve; as a rule, active = well fitted curve in the direction sought with a large enough effect; inconclusive = small, poorly fitted or top-dose-only effect, or another doubt; inactive = no such curve, though single readings can be large; an effect the other way counts as inactive or inconclusive. Unless noted, % is scaled to controls: 0 for no effect and ±100 for the full control effect.

SMILES | Sm TGR block | HCMV inh | FBPA Giardia inh | HCV inhibitor | AMA1-RON2 inh | AmpC inh detg
CC(C)(C)c1cc(C(=O)Nc2cccnc2)cc(C(=O)Nc2cccnc2)c1 | -8.9% | 38.7 | -6.3% | u | 19.4% | -7.3%
CCCn1c(=O)[nH]c(=O)c2c1nc(-c1ccc(C#N)cc1)n2CCOC | -0.9% | -6.6 | -1.9% | -1.3% | 1.4% | -7.0%
Cc1ccccc1-c1nsc(SCC(=O)NCc2ccc3c(c2)OCO3)n1 | -3.6% | -37.8 | 0.7% | 6.6% | -14.0%[11.6 µM] | 1.1%
Cc1c(C(=O)NCC(c2ccco2)N(C)C)oc2c(Cl)cccc12 (configuration not stated) | -30.9% | 10.7 | x | u | -26.3% | u
Cc1nc2c(C#N)c[nH]n2c(=O)c1Cc1ccccc1 | 0.6% | 38.1 | -17.7% | 12.6% | 0.0% | -8.9%
CN(C)S(=O)(=O)c1ccc(NC(=O)C2CC3C=CC2C3)cc1 (configuration not stated) | -9.7% | 38.7 | 2.7% | -8.6% | -6.5% | u
CCOC(=O)C1C(=O)CC(C)(O)C(C(=O)OCC)C1c1ccc(C)s1 (configuration not stated) | -1.2% | -29.6 | 2.8% | 17.4% | -0.3% | -13.0%
CN(CC(=O)Nc1cccc(F)c1)C(=O)c1cn(-c2ccccc2)nc1-c1ccc(Cl)cc1 | 6.5% | u | x | u | -7.2% | 9.8%
O=C(COc1ccc(Br)cc1Br)NC1CCS(=O)(=O)C1 (configuration not stated) | 3.0% | u | x | u | -4.0% | u
CCOC(=O)c1ccccc1NC(=O)N(C(C)C)C1CCN(C(C)=O)CC1 | 2.7% | 13.5 | x | x | x | 1.5%
CCn1c(SCC(=O)N2c3ccccc3CCc3ccccc32)nnc1-c1ccc(OC)cc1 | 3.2% | -24.4 | -5.4% | u | 5.9% | 3.3%
COc1ccc2c(c1)C1NC(=S)NC(C)(O2)C1C(=O)Nc1ccccc1C (configuration not stated) | -20.0% | 27.5 | -3.0% | -10.0% | 0.8% | u
Cc1ccc2c(c1)CCCN2CC(=O)N(C)c1c(N)n(Cc2ccccc2)c(=O)[nH]c1=O | u | 0.0 | x | 2.1% | -4.8%[11.6 µM] | -4.8%
CC(=O)N1CCCc2cc(S(=O)(=O)N3CCCC(C(=O)Nc4cccc(F)c4)C3)ccc21 (configuration not stated) | 1.9%&8.5% | 0.0&-21.5 | 5.6% | u | 0.6% | -13.3%&-2.9%
C[C@H](C(=O)CC(=O)OC(C)(C)C)[C@H](O)c1ccc(C(F)(F)F)cc1 | 1.5% | x | 0.4% | 30.7%[activator] | 8.9% | u
C=CCSc1nc(NC)c2sccc2n1 | -1.9% | 44.1 | -1.0% | -13.6% | 3.1% | 0.8%
CC(NC(=O)c1ccco1)C(=O)OC(C)C(=O)NCc1ccccc1 (configuration not stated) | -1.4% | -17.0 | 2.1% | 3.7% | -3.0% | -12.9%
CC(C)CNC(=O)C1Nc2ccc(C(F)(F)F)cc2C2C=CCC12 (configuration not stated) | x | 21.9 | x | -25.7% | 7.4% | x
O=C(NCc1nnnn1-c1ccc(Cl)cc1)c1ccc(Br)o1 | -0.4% | -2.2 | x | -12.2% | 14.4% | u
COc1ccc(CCN2Cc3c(cccc3[N+](=O)[O-])C2=O)cc1OC | -30.1% | -6.6 | 10.3% | -24.0% | -6.3% | -11.3%
CN(C)/C=C1\C=C2C(=O)c3ccccc3N2C1=O | -21.2% | -6.7 | -12.6% | 8.9% | -7.8% | -5.1%
Cc1cccc(NC(=O)/C=C/c2ccc(Cl)cc2)n1 | -3.3% | 49.2 | -7.4% | u | -7.9% | -5.9%
CC(C)c1ccc(C2NCc3ccccc3-n3cccc32)cc1 (configuration not stated) | 12.4% | u | -14.9% | u | -12.8% | 0.2%
CC(C)(C)c1ccc(-c2nnc(SCC(=O)NC3CC3)o2)cc1 | -13.4% | -10.5 | x | -7.0% | 7.0% | u
COC(=O)c1cccc(NC(=O)C23CC4CC(C2)CC(n2cncn2)(C4)C3)c1 | 1.8% | 36.1 | 0.3% | 4.0% | -1.8% | 2.1%
Cc1nn(C2CC(O)C(O)C(CO)O2)c(=O)[nH]c1=O (configuration not stated) | x | 0.2 | x | 30.6%[activator] | -6.2% | x
COc1ccc(C(=O)N2CCCc3ccccc32)cc1Br | -25.5% | -6.4 | -8.3% | 4.5% | -8.5% | 0.0%
CCCN(C(=O)CSc1nc(C2CC2)n(-c2ccccc2)n1)C1CCS(=O)(=O)C1 (configuration not stated) | -5.2% | 15.9 | x | 8.9% | -0.1% | -1.8%
Cc1ccc(N(CC(=O)NC2CC3CCC2C3)S(C)(=O)=O)cc1C (configuration not stated) | -17.7% | 16.6 | 1.9% | 13.4% | -8.1% | -4.5%
Cc1cc(C(=O)OC(C(=O)Nc2cccc(C(F)(F)F)c2)c2ccccc2)c(C)o1 (configuration not stated) | -15.7% | 12.0 | -6.9% | u | -4.2%[2.32 µM] | u
CC(C)C(=O)Nc1cccc(NC(=O)CCN2C(=O)c3ccccc3S2(=O)=O)c1 | 0.1% | -10.7 | -3.0% | 4.5% | -2.8% | -9.2%
COc1ccccc1N1CCN(S(=O)(=O)CCNC(=O)c2ccccc2Br)CC1 | 2.2% | -38.5 | -3.4% | -5.5% | 2.8% | u
CCOc1cccc(C(=O)Nc2ccc(N3CCCC3)cc2)c1 | -12.6% | -28.9 | -3.7% | u | -13.2% | -9.9%
CC1S/C(=N/N=C2CCC(C(C)(C)C)CC2)NC1=O (configuration not stated) | 8.4% | 1.8 | 5.6% | 9.5% | 44.9%[activator] | -5.1%
CN1CCN(c2ccc(Cl)cc2NC(=O)c2ccc(S(=O)(=O)N3CCCCCC3)cc2)CC1 | -25.1% | 23.7 | -2.7% | u | 2.7% | -11.6%
O=C(Nc1ncnc2c1ncn2C1OC(COC(=O)c2ccccc2)C(F)C1O)c1ccccc1 (configuration not stated) | -12.5% | 7.3 | -5.3% | u | 17.5% | u

Some of these compounds in order of molar mass, descending.
SMILES | Sm TGR block | HCMV inh | FBPA Giardia inh | HCV inhibitor | AMA1-RON2 inh | AmpC inh detg
CC(C)C(=O)Nc1cccc(NC(=O)CCN2C(=O)c3ccccc3S2(=O)=O)c1 | 0.1% | -10.7 | -3.0% | 4.5% | -2.8% | -9.2%
COc1ccc(C(=O)N2CCCc3ccccc32)cc1Br | -25.5% | -6.4 | -8.3% | 4.5% | -8.5% | 0.0%
CCOc1cccc(C(=O)Nc2ccc(N3CCCC3)cc2)c1 | -12.6% | -28.9 | -3.7% | u | -13.2% | -9.9%

The results go on:
SMILES | Sm TGR block | HCMV inh | FBPA Giardia inh | HCV inhibitor | AMA1-RON2 inh | AmpC inh detg
O=C(COc1ccc2c(-c3ccccc3)cc(=O)oc2c1)NCc1ccccn1 | -8.5% | 0.6 | 8.5% | 11.7% | -1.9% | u
Cc1c(NS(=O)(=O)c2ccc3[nH]c(=O)[nH]c3c2)c(=O)n(-c2ccccc2)n1C | 0.0% | -8.5 | -0.2% | -2.7% | -3.6% | u
CCCCNC(=O)N1CCN(C(=O)c2ccco2)CC1 | -5.5% | 7.1 | 0.0% | 2.1% | 7.0% | -8.4%
O=C(NCC1CCCO1)/C(=C/c1ccccc1F)NC(=O)c1ccccc1 (configuration not stated) | -3.9% | 13.4 | -3.2% | 22.8% | -8.8% | -5.8%
Cc1cc(C)nc(N/N=C/C2=C(O)CC(c3ccccc3)CC2=O)n1 (configuration not stated) | -2.4% | 44.0 | u | x | x | -0.8%
N#CCCn1cc(C(=O)CN2C(=O)NC3(CCCCCC3)C2=O)c2ccccc21 | -3.9% | -1.8 | x | 38.2%[activator] | -3.8% | -8.4%
Cc1cccc2sc(N(CCCN3CCOCC3)C(=O)CS(=O)(=O)c3ccc(F)cc3)nc12 | 1.9% | -1.7 | x | 0.9% | -10.5% | -2.4%
CC(=O)c1ccc(NC(=O)CN2CCCC2)cc1 | -11.2% | 104.5 | -5.2% | 28.7% | -17.1% | u
CCOC(=O)c1[nH]c2ccc(OC)cc2c1NC(=S)N1CCN(c2cccc(Cl)c2)CC1 | 2.5% | 11.5 | 3.6% | u | -2.1%[11.6 µM] | -2.8%
Cn1ncc([N+](=O)[O-])c1C(=O)N/N=C/c1ccc(F)cc1 | -11.2% | 35.0 | 4.2% | 29.7% | -7.3% | -14.3%
CC(Sc1ccc2ccccc2c1)C(=O)NC(N)=O (configuration not stated) | 5.3% | -38.7 | -2.7% | -4.6% | -10.9% | -0.3%
COc1cc(/C=N/N2CCN(Cc3ccccc3)CC2)cc(OC)c1OC(C)=O | -12.9% | -11.8 | -16.3% | -7.4% | -5.8% | 0.6%

Entries shown so far that have a tert-butyl group:
SMILES | Sm TGR block | HCMV inh | FBPA Giardia inh | HCV inhibitor | AMA1-RON2 inh | AmpC inh detg
CC(C)(C)c1cc(C(=O)Nc2cccnc2)cc(C(=O)Nc2cccnc2)c1 | -8.9% | 38.7 | -6.3% | u | 19.4% | -7.3%
C[C@H](C(=O)CC(=O)OC(C)(C)C)[C@H](O)c1ccc(C(F)(F)F)cc1 | 1.5% | x | 0.4% | 30.7%[activator] | 8.9% | u
CC(C)(C)c1ccc(-c2nnc(SCC(=O)NC3CC3)o2)cc1 | -13.4% | -10.5 | x | -7.0% | 7.0% | u
CC1S/C(=N/N=C2CCC(C(C)(C)C)CC2)NC1=O (configuration not stated) | 8.4% | 1.8 | 5.6% | 9.5% | 44.9%[activator] | -5.1%

Next entries follow:
SMILES | Sm TGR block | HCMV inh | FBPA Giardia inh | HCV inhibitor | AMA1-RON2 inh | AmpC inh detg
CC(C)C(=O)c1cn(CC(=O)NCc2ccco2)c2ccccc12 | 0.4% | 47.8 | 2.6% | -5.0% | 0.0% | u
Cc1nc2cc(N3CCCCC3)c(NC(=O)c3ccncc3)cc2c(=O)n1Cc1ccc(Cl)cc1 | 6.7% | x | 0.2% | x | x | 0.4%
CC(OC(=O)/C=C/c1ccccc1)C(=O)Nc1ccc(C(N)=O)cc1 (configuration not stated) | 1.3% | -26.6 | x | 17.8% | -6.7% | -1.5%
CCN(Cc1nc2ccccc2c(=O)[nH]1)C(=O)C1CC(=O)N(c2cccc3ccccc23)C1 (configuration not stated) | -16.6% | 1.8 | x | -12.5% | 112.9%[activator] | 8.3%
O=C(Nc1nnc(SCc2ccccc2Cl)s1)C1COc2ccccc2O1 (configuration not stated) | 0.8% | -1.3 | 20.7% | 22.6% | 19.8% | -7.8%
N#C/C(=C\c1ccc(Cl)cc1)C(=O)Nc1cccnc1 | 10.7% | 24.6 | -2.9% | 10.2% | 3.7% | 8.9%
Cc1ccc(-n2cccc2/C=N/n2cnnc2)cc1Cl | -30.0% | 6.6 | -3.9% | 3.6% | -0.5% | 1.7%
CCCCNS(=O)(=O)c1ccc2nc(-c3cccnc3)cc(C(=O)NC3CC3)c2c1 | -4.5% | -25.4 | 6.9% | 6.5%[8.37 µM] | -4.3% | -22.6%

Compound activity deposited in PubChem by National Center for Advancing Translational Sciences (NCATS).
